# Source: PubChem (several laboratories)
# NF-kB neuron act: activators of NF-kB expression in neurons, primary screen, cell-based, HTS; human neuronal cells, NF-kB reporter expression; active compounds read high; fold change at 12.5 µM; hit rate 1.6% among 190,000; AID 1239, 2008; in the data active means fold change above about 3.3
# TNAP inh hiacc: human TNAP enzyme inhibitors, primary screen, biochemical, luminescent, high phosphate acceptor level, uHTS | Alkaline phosphatase, tissue-nonspecific isozyme (Homo sapiens), P05186 | purified TNAP, CDP-star luminescence, 1 M DEA | inhibition, % at 20 µM | hit rate 0.03% among 200,000 | AID 1135, 2008;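 active means over 50% inhibition of tissue-nonspecific alkaline phosphatase at 20 µM in the single-dose screen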;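 further: plate controls were DMSO wells for no effect and EDTA-quenched wells as full inhibition for full effect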
# FLuc act counter: FLuc activators, initial screening, artefact control for FLuc-dependent activation tests, biochemical, ATPlite luminescence | Luciferin 4-monooxygenase (Photinus pyralis), P08659 | ATPlite luciferase biochemical, 10 min; 0 = ATP-free wells, 1 = DMSO control | activation factor at 10 µM | 200,000 tested, under 10 active | AID 1027, 2008;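 active means luciferase activation factor, scaled between plate controls, of at least 2 with compound at 10 µM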
# Target sequence (P08659 whole entry, looked up): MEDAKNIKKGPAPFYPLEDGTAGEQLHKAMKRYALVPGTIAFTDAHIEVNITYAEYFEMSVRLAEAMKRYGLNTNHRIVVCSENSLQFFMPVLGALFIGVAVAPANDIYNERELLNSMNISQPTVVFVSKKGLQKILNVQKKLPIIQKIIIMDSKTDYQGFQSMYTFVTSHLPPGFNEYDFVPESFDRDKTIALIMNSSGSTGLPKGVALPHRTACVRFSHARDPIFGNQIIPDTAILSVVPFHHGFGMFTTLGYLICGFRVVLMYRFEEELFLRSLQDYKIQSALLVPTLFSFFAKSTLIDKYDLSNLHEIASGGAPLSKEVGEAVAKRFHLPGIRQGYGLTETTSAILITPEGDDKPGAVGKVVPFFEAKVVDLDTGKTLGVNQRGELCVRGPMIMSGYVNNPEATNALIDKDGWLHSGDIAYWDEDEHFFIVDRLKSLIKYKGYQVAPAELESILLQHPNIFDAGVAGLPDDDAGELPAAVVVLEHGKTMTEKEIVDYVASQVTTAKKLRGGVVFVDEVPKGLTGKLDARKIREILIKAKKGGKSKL
#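 Material: Luciferase/luciferin reagent mix; Doses: test compounds dosed from 2 mM stocks in 100% DMSO; Schedule: 10 min incubation after luciferase reagent addition, room temperature; Measured by: luminescence from luciferase reaction; Read-out: luminescence gain marking luciferase activators.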
# PMI act hi M6P: human PMI activators, high substrate, primary screen, biochemical, fluorescence intensity, near-saturating mannose 6-phosphate; Mannose-6-phosphate isomerase (Homo sapiens), P34949; coupled PMI enzyme assay, resazurin fluorescence, 20 min; active compounds read high; 1 = untreated enzyme, 0 = substrate-free blank; activation factor at 20 µM; hit rate 0.34% among 190,000; AID 1216, 2008;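 active means activation factor of 2 or more at 20 µM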
# Target sequence (P34949 whole entry, looked up): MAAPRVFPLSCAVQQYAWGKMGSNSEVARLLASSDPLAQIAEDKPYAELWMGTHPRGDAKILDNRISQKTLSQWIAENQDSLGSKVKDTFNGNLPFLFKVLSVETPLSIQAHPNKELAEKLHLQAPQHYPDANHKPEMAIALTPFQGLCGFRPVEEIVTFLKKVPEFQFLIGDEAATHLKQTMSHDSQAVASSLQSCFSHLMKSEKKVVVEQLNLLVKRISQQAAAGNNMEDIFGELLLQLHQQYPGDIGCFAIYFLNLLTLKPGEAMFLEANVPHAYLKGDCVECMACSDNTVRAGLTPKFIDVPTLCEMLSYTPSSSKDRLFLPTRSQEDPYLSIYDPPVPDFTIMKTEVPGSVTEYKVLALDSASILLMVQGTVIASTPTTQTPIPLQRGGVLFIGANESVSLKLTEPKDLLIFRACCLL
#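 Test system: human phosphomannose isomerase with PGI, G6PDH, diaphorase coupling enzymes; amount: 15 ng/mL PMI; incubation: enzyme reaction with compound 20 min at room temperature; technique: resorufin fluorescence (Ex 544/Em 590 nm) from resazurin via diaphorase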
# TNAP inh noacc: human TNAP enzyme inhibitors, primary screen, biochemical, luminescent, no phosphate acceptor, uHTS. hit rate 0.26% among 200,000. purified TNAP, CDP-star luminescence, 30 min. Alkaline phosphatase, tissue-nonspecific isozyme (Homo sapiens), P05186. inhibition, % at 20 µM;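 active means tissue-nonspecific alkaline phosphatase inhibition above about 50% at 20 µM in the single-dose screen, limit read from the data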;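 further: 0% = DMSO negative control and 100% = EDTA positive control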
# bIAP act: bovine intestinal alkaline phosphatase activators, primary screen, biochemical, bovine IAP, CDP-star luminescence. purified bovine IAP, 30 min; active compounds read high; fold of DMSO-control signal, blank-subtracted. activation factor at 20 µM. hit rate 0.17% among 200,000;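 active means activation factor of 2 or more at 20 µM, a signal rise over negative controls twice the positive control's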
# FLuc inh counter: firefly luciferase enzyme inhibitors, primary screen, artefact control for luciferase-based inhibitor screens, biochemical, luminescence, ATPLite. Luciferin 4-monooxygenase (Photinus pyralis), P08659. 10 min. inhibition, % at 10 µM. hit rate 1.5% among 200,000;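 active means inhibition above about 50% when tested at 10 µM, limit read from the data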
# PMI act: activators of human PMI, primary screen, biochemical, fluorescence intensity, near-Km mannose 6-phosphate; Mannose-6-phosphate isomerase (Homo sapiens), P34949; purified human PMI, coupled resazurin fluorescence, 20 min; active compounds read high; 1 = vehicle control, 0 substrate-free wells; activation factor at 20 µM; hit rate 0.005% among 190,000;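 active means activation factor of 2 or more at 20 µM, relative to plate controls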
# APP 5'UTR act: activators of APP 5'UTR luciferase reporter, primary screen, SH-SY5Y cells; AID 1276, 2008; hit rate 1% among 190,000; SH-SY5Y APP 5'UTR luciferase reporter, luminescence; zero percent = DMSO vehicle wells; activation, % at 2 µM;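 active means activation above a set limit, based on mean plus 3 SD of controls, cut at about 140% in these data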; further: values of inactives mirror those of a sister screen read the other way
# TNAP act hiacc: TNAP activators at high phosphate acceptor level, primary screen, biochemical, luminescence, uHTS; purified TNAP, CDP-star luminescence, 1 M DEA, 30 min; active compounds read high; 0 = EDTA background, 1 = DMSO-only activity; activation factor at 20 µM; 200,000 tested, under 10 active; Alkaline phosphatase, tissue-nonspecific isozyme (Homo sapiens), P05186;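 active means activation factor at least 2 at 20 µM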
#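 Assay system: human TNAP; Input: enzyme diluted 1/800 final; Reagent: CDP-star luminogenic substrate at 100 µM final; Timing: 30 min, room temperature; Signal: luminescence; Evaluation: TNAP activation factor scaled between EDTA and DMSO control wells.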
# An asterisk follows results filed as active. Rows were taken by chance, and some 3.6% of all compounds hit somewhere here.
entry	compound	NF-kB neuron act	TNAP inh hiacc	FLuc act counter	PMI act hi M6P	TNAP inh noacc	bIAP act	FLuc inh counter	PMI act	APP 5'UTR act	TNAP act hiacc
1	O=C(c1ccco1)N1CCN(C(c2cccs2)c2nnnn2C2CCCC2)CC1 (configuration not stated)	1.8	-9	1.1	1	-11	1	-11	0.9	9	1.1
2	CCCCC/C=N\NC(=O)Cc1ccc([N+](=O)[O-])cc1	1.5	7	1	1.1	-3	0.9	-1	1	5	0.9
3	Cc1oc(C(C)(C)C)cc1C(=O)Nc1ccc2c(c1)OCCO2	1.8	-6	1	0.9	-8	0.9	1	0.8	47	1.1
4	N/C(=N\OC(=O)c1ccco1)c1ccc(Br)cc1	3.7*	0	0.7	0.9	-8	0.9	34	0.9	173*	1
5	COCCNCCCOc1ccc(Br)cc1Cl	1.2	0	1.1	1.1	-9	1.1	-8	1.1	13	1
6	O=C(COc1ccccc1)NCC(=O)Nc1cccc2ccccc12	1.3	2	1.1	0.9	2	0.2	-9	0.8	1	1
7	Cc1cccc(-n2c(CNC(=O)COc3ccccc3)nnc2SCC(=O)Nc2nccs2)c1	0.9	-4	1.1	1	-4	1	-5	0.9	3	1
8	COc1ccccc1-n1c(SCC(=O)Nc2cc(C)on2)nc2c(c1=O)SCC2	0.83	-5	1.1	0.9	-14	0.9	-6	0.9	16	1
9	Cn1ncc(Cl)c1C(=O)NC(=S)Nc1sc2c(c1C#N)CCCCC2	1.4	4	0.9	1	2	1	5	0.9	1	1
10	O=C(COc1ccc(F)cc1)OCCN1CCOCC1	0.93	0	1	1	-5	0.9	-3	0.9	1	1
11	COc1cc(C2=NOC(C(=O)Nc3cccnc3)C2)cc(OC)c1OC (configuration not stated)	1.3	-1	1	1	-6	1	-4	1	-10	1
12	Cc1noc(NS(=O)(=O)c2ccc(NC(=O)c3ccoc3C)cc2)c1C	1.1	-2	1	1	-11	1	-3	1	12	1
13	COc1ccc(/C(O)=C2/C(=O)C(=O)N(c3ncccn3)C2c2ccc(OC)c(OC)c2)cc1 (configuration not stated)	0.98	-3	1.1	1.1	-3	0.8	-6	1	8	1
14	O=C(NC1(C(F)(F)F)C(=O)Nc2c1c(=O)[nH]c(=O)n2Cc1ccco1)C1CC1 (configuration not stated)	1	-3	1	1.2	-10	0.9	1	1.2	-13	1
15	Cc1cc(C)c(C(=O)CSc2nnc(C)s2)c(C)c1	1.2	-3	1	1	-5	0.8	-2	1	3	1
16	CSc1nc(Cc2ccccc2)nc2ccccc12	1.2	-8	1.1	1	-12	1	-10	1	-13	1.1
17	CCOc1cc(/C=N/NC(=O)C(C)Sc2ccccn2)ccc1O (configuration not stated)	1.3	7	1.1	1.1	8	1	-5	1.1	3	0.9
18	c1ccc(-c2nc3ccccc3c3nncn23)cc1	1.2	2	1	1	-6	0.8	-5	0.9	8	1
19	COc1ccccc1/C=C/CN1CCCC(CCC(=O)NCc2ccc(F)c(F)c2)C1 (configuration not stated)	0.78	-10	1.1	0.9	-14	1	-6	0.9	-13	1.1
20	CCOC(=O)COc1cc(O)c2c(=O)cc(-c3ccccc3)oc2c1	0.92	2	1	1	1	1.1	0	0.9	14	1
21	O=C(NNC(=O)c1ccncc1)Nc1cccc([N+](=O)[O-])c1	1	-5	1.1	0.9	-5	1.2	-6	0.9	6	1
22	N#C/C(=C/c1ccc(OCc2ccccc2)cc1)C(=O)NC1CCCCC1	1.1	0	1.1	0.9	-1	0.5	-7	1	8	1
23	CCc1c(C)nc2ncnn2c1N1CCC(C(=O)Nc2cccc(C(C)=O)c2)CC1	0.64	-10	1.1	1.1	-2	0.9	-12	1.1	14	1.1
24	C/C(=C(\C#N)C(=O)NCCCN1CCOCC1)N(C)C	1.3	0	1.1	1	-11	1	-7	0.9	19	1
25	CCOC(=O)/C(C#N)=C/c1cn(CCC(=O)O)nc1-c1ccc(Br)cc1	0.98	-4	1	1.1	-8	0.9	-3	1	-4	1
26	COC(=O)CCCCCNc1ccc(C(=O)OC)cc1N	1.2	-6	1	0.9	-6	0.9	1	0.9	2	1.1
27	Cn1c(SCC(=O)NC(c2ccccc2)c2ccccc2)nnc1-c1cccs1	1.2	-4	1	1	-7	1.1	-1	0.9	-3	1
28	CCN(CC)CCNC(=O)c1ccc(NC(=O)c2ccc(Cl)c(S(=O)(=O)Nc3ccccc3OC)c2)cc1	0.83	-2	1	1	-6	1	-2	1	-18	1
29	Cc1ccc(NC(=O)C(NS(=O)(=O)c2cccc3nsnc23)C(C)C)nc1 (configuration not stated)	0.83	-8	1.1	1.1	-1	0.9	-9	1.1	11	1.1
30	CCOC(=O)c1nnsc1NC(C)=O	1.4	-7	1.1	0.9	-7	0.9	-9	0.9	3	1.1
31	COc1ccc(N(CC(=O)N2CCCCC2)S(=O)(=O)c2ccccc2)c(OC)c1	1.1	-1	1	0.9	-10	1	0	0.9	-4	1
32	N#Cc1c(NC(=O)CSc2nc3ccccc3s2)sc2c1CCCC2	1.2	1	1.1	1	2	1.1	-9	0.9	2	1
33	C=CC[n+]1c(-c2ccc(OCC)cc2)csc1NNC(=O)Nc1ccccc1	0.8	-5	1.1	0.9	-4	0.9	-7	0.9	0	1.1
34	CC(OC(=O)CN1C(=O)C2CCCCC2C1=O)C(=O)Nc1ncc(Cl)cc1Cl (configuration not stated)	0.93	0	1	1.1	-10	1	-2	1	-5	1
35	Cc1[nH]c2ccccc2c1/C=N/NC(=O)c1cccc(S(=O)(=O)Nc2ccccc2Cl)c1	0.82	-1	1	0.8	-7	0.9	-4	0.8	12	1
36	CCC(=O)Nc1ccccc1Oc1ccccc1	1.1	-5	1.1	1	-4	0.9	-7	1	15	1.1
37	Cc1ccc2cc3c(NC(=O)C(C)C)nn(C)c3nc2c1	1.1	-1	1.1	0.9	14	0.9	-10	1.1	-3	1
38	CC(OC(=O)c1cc2c(s1)CCCCC2)C(=O)NC(N)=O (configuration not stated)	1.2	-1	0.9	0.9	-6	0.9	11	0.8	3	1
39	CCn1nc(NC(=O)c2ccccn2)c2cc3cccc(C)c3nc21	1.1	1	1	0.9	1	1	-2	0.9	5	1
40	CCOC(=O)N1CCC(NC(=O)C2CCN(S(=O)(=O)c3cnc[nH]3)CC2)CC1	1.3	-1	1	0.9	-5	1	-2	0.9	-3	1
41	CCCCCCOc1ccc(OCC(O)CN2C(=O)NC(C)(C)C2=O)cc1 (configuration not stated)	1.8	2	1	1.1	6	0.9	-4	1	44	1
42	CCN1CCN(C(=O)c2ccccc2NS(=O)(=O)c2ccc(Cl)cc2)CC1	1.1	-5	1.1	1	-11	1.1	-5	1.1	-7	1
43	COc1ccc(F)cc1S(=O)(=O)Nc1cccc(C(=O)O)c1	1.3	-1	1.1	1.1	-7	1	-8	1.1	1	1

# Part of the list above, with values under each structure:
# Every second line gives: NF-kB neuron act, TNAP inh hiacc, FLuc act counter, PMI act hi M6P, TNAP inh noacc, bIAP act, FLuc inh counter, PMI act, APP 5'UTR act, TNAP act hiacc
(26) COC(=O)CCCCCNc1ccc(C(=O)OC)cc1N
    1.2, -6, 1, 0.9, -6, 0.9, 1, 0.9, 2, 1.1
(27) Cn1c(SCC(=O)NC(c2ccccc2)c2ccccc2)nnc1-c1cccs1
    1.2, -4, 1, 1, -7, 1.1, -1, 0.9, -3, 1
(28) CCN(CC)CCNC(=O)c1ccc(NC(=O)c2ccc(Cl)c(S(=O)(=O)Nc3ccccc3OC)c2)cc1
    0.83, -2, 1, 1, -6, 1, -2, 1, -18, 1
(29) Cc1ccc(NC(=O)C(NS(=O)(=O)c2cccc3nsnc23)C(C)C)nc1 (configuration not stated)
    0.83, -8, 1.1, 1.1, -1, 0.9, -9, 1.1, 11, 1.1
(30) CCOC(=O)c1nnsc1NC(C)=O
    1.4, -7, 1.1, 0.9, -7, 0.9, -9, 0.9, 3, 1.1
(31) COc1ccc(N(CC(=O)N2CCCCC2)S(=O)(=O)c2ccccc2)c(OC)c1
    1.1, -1, 1, 0.9, -10, 1, 0, 0.9, -4, 1
(32) N#Cc1c(NC(=O)CSc2nc3ccccc3s2)sc2c1CCCC2
    1.2, 1, 1.1, 1, 2, 1.1, -9, 0.9, 2, 1
(33) C=CC[n+]1c(-c2ccc(OCC)cc2)csc1NNC(=O)Nc1ccccc1
    0.8, -5, 1.1, 0.9, -4, 0.9, -7, 0.9, 0, 1.1
(34) CC(OC(=O)CN1C(=O)C2CCCCC2C1=O)C(=O)Nc1ncc(Cl)cc1Cl (configuration not stated)
    0.93, 0, 1, 1.1, -10, 1, -2, 1, -5, 1
(35) Cc1[nH]c2ccccc2c1/C=N/NC(=O)c1cccc(S(=O)(=O)Nc2ccccc2Cl)c1
    0.82, -1, 1, 0.8, -7, 0.9, -4, 0.8, 12, 1
(36) CCC(=O)Nc1ccccc1Oc1ccccc1
    1.1, -5, 1.1, 1, -4, 0.9, -7, 1, 15, 1.1
(37) Cc1ccc2cc3c(NC(=O)C(C)C)nn(C)c3nc2c1
    1.1, -1, 1.1, 0.9, 14, 0.9, -10, 1.1, -3, 1
(38) CC(OC(=O)c1cc2c(s1)CCCCC2)C(=O)NC(N)=O (configuration not stated)
    1.2, -1, 0.9, 0.9, -6, 0.9, 11, 0.8, 3, 1
(39) CCn1nc(NC(=O)c2ccccn2)c2cc3cccc(C)c3nc21
    1.1, 1, 1, 0.9, 1, 1, -2, 0.9, 5, 1
(40) CCOC(=O)N1CCC(NC(=O)C2CCN(S(=O)(=O)c3cnc[nH]3)CC2)CC1
    1.3, -1, 1, 0.9, -5, 1, -2, 0.9, -3, 1
